PAFAH1B2 inh = inhibitors of human PAFAH1B2; P68402; inhibition, % at 3.39 µM; AID 492953; recombinant PAFAH1B2, FP-rhodamine activity probe, fluorescence polarization; 340,000 compounds, 1.2% hits;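 active = inhibition above the mean of all tested compounds plus 3 SD, cut at about 24% in these data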;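 note: 0% = enzyme with DMSO and 100% = wells lacking PAFAH1B2; many of its hits are not listed in these tables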
pPAFAH inh = inhibitors of human plasma PAF acetylhydrolase (pPAFAH); Q13093; recombinant pPAFAH, FP-rhodamine probe fluorescence polarization; inhibition, % at 3.39 µM; 330,000 compounds, 1.5% hits;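 active = inhibition above the mean inhibition across the screen plus 3 SD, cut at about 25% in these data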;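 note: inhibitors block binding of the rhodamine activity-based probe so polarization drops; 0% = enzyme with DMSO and 100% = wells lacking pPAFAH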
Target sequence (Q13093 whole entry, looked up): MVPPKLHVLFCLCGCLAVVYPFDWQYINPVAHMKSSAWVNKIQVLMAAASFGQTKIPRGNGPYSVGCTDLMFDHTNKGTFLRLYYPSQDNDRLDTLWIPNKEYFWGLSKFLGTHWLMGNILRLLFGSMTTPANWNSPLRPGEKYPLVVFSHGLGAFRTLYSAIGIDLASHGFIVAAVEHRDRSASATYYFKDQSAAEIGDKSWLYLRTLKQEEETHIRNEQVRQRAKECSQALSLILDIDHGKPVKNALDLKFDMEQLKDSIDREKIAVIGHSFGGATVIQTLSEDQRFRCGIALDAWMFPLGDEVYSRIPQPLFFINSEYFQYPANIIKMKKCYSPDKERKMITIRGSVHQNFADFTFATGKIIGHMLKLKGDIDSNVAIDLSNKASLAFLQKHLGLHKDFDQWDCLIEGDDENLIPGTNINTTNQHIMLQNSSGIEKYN
PAFAH1B3 inh = PAFAH1B3 (human) inhibition; Q15102; recombinant PAFAH1B3, FP-rhodamine probe, fluorescence polarization; inhibition, % at 3.39 µM; 340,000 compounds, 0.28% hits; AID 492972;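 active = inhibition above the screen-wide average of all tested compounds plus 3 SD, cut at about 25% in these data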;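 note: 0% = enzyme with DMSO only and 100% = wells lacking PAFAH1B3 protein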
LYPLA1 counter = blocks human lysophospholipase 1, a PME1 counter-screen; O75608; recombinant LYPLA1, FP-Rh probe fluorescence polarization; inhibition, % at 5.9 µM; 320,000 compounds, 0.16% hits; AID 2174;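 active = inhibition above the mean of all tested compounds plus 3 SD, set per campaign, cut at about 14% in these data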;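 note: inhibitors block serine hydrolase probe labeling of LYPLA1 so polarization falls; 0% = enzyme with DMSO and 100% = wells lacking LYPLA1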
LYPLA2 counter = counter-screen for PME1 inhibitors: inhibitors of human LYPLA2 | O95372 | inhibition, % at 5.9 µM | 320,000 compounds, 0.38% hits | recombinant LYPLA2, FP-Rh probe fluorescence polarization | AID 2177;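 active = inhibition above the screen-wide mean plus 3 SD, limit set per campaign, cut at about 26% in these data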;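 note: 0% = LYPLA2 with DMSO and 100% = wells lacking LYPLA2 enzyme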
PREPL inh = inhibits the human prolyl oligopeptidase-like enzyme; Q4J6C6; 320,000 compounds, 0.68% hits; recombinant PREPL, fluorescence polarization activity-based probe; inhibition, % at 5.96 µM; in the data active = inhibition above about 43%;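 note: 0% = enzyme with DMSO and 100% = wells lacking enzyme; many of its hits are not listed in these tables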
PAD4 inh = PAD4 (human) enzyme inhibition; Q9UM07; inhibition, % at 6.36 µM; recombinant PAD4, RCA probe fluorescence polarization; 330,000 compounds, 0.41% hits;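 active = percent inhibition above a cutoff equal to the mean of all tested compounds plus 3 SD, cut at about 15% in these data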;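 note: 0% = PAD4 with RCA probe and DMSO and 100% = probe without PAD4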
PME-1 primary = blocks human protein phosphatase methylesterase 1 | Q9Y570 | recombinant PME-1, FP-Rh probe fluorescence polarization | inhibition, % at 5.9 µM | 320,000 compounds, 0.53% hits | AID 2130;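 active = inhibition above the campaign mean of all compounds plus 3 SD, cut at about 26% in these data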;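 note: competitive labeling of PME-1 active site by serine hydrolase directed probe; 0% = PME-1 with DMSO and 100% = wells lacking PME-1 enzyme; inhibitors block probe labeling so polarization falls and inhibition rises; many of its hits are not listed in these tables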
Target sequence (Q9Y570 whole entry, looked up): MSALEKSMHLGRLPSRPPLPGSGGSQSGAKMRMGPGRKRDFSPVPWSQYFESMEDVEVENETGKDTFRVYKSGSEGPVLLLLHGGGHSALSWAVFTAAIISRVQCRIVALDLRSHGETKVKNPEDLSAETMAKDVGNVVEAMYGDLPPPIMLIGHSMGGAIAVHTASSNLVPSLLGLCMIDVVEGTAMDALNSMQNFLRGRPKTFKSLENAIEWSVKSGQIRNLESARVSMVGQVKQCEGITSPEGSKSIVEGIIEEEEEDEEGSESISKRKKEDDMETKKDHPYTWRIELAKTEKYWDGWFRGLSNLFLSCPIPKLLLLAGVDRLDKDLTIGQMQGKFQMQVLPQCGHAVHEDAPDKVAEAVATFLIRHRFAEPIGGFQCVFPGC
GSTO1 counter = counter-screen for RBBP9 inhibitors: inhibitors of human GSTO1. recombinant GSTO1, activity-based probe fluorescence polarization. AID 1974. 300,000 compounds, 1.1% hits. inhibition, % at 5.96 µM;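 active = inhibition above the campaign mean inhibition plus 3 SD, cut at about 35% in these data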;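 note: 0% = GSTO1-1 with DMSO and 100% = wells lacking GSTO1-1 enzyme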
Target sequence (P78417 whole entry, looked up): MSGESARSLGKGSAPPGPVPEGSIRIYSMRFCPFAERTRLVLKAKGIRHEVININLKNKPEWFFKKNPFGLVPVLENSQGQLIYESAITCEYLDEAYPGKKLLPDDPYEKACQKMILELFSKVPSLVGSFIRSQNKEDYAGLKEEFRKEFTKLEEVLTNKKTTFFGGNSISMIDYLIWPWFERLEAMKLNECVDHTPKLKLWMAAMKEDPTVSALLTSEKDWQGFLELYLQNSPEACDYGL
* marks the source's active call; other numbers are inactive results; · = not tested or not shown. This is a subset; the hit share may differ from the screen's.

SMILES	PAFAH1B2 inh	pPAFAH inh	PAFAH1B3 inh	LYPLA1 counter	LYPLA2 counter	PREPL inh	PAD4 inh	PME-1 primary	GSTO1 counter
Clc1ccc2oc(SCc3cccnc3)nc2c1	4	6	3	-1	4	-7	3	5	2
O=C(c1ccc(Cl)c(S(=O)(=O)N2CCCCC2)c1)N1CCCC(C(F)(F)F)C1 (stereo unspecified)	0	2	-1	-3	-1	1	-3	1	·
CCOc1cc(S(=O)(=O)n2cc(-c3ccc(F)cc3)c(N)n2)cc(OCC)c1OCC	2	7	-1	1	-8	12	0	-1	-1
Oc1[nH]c(=S)sc1C=C1N=c2ccccc2=N1	·	-14	·	-5	-7	0	-1	-3	-6
COc1ccc(CN(CC(=O)NCC2CCCO2)C(=O)CCC(=O)Nc2cc(C)on2)cc1 (stereo unspecified)	-2	-3	-1	-1	1	12	-1	0	1
O=C(O)c1ccccc1NCCO	-1	5	10	3	3	-4	0	1	0
O=[N+]([O-])c1ccc(-c2nnc3cccc(Cl)n23)cc1	1	3	-2	-3	-6	5	0	-6	-3
CC(Oc1ccc(Cl)cc1)C(=O)N1CCCc2ccccc21 (stereo unspecified)	7	0	-2	0	-7	5	-1	6	0
Cc1ccc(S(=O)(=O)N2CCC(N3CCC(C)CC3)CC2)cc1	-1	4	7	-1	5	-4	3	3	2
COc1cc(/C=C(/C#N)C(=O)Nc2ccccc2)ccc1OCc1ccc(C(=O)O)cc1	-1	6	-2	1	14	-4	-2	0	-11
CCCCc1ccc(NC(=S)NCCO)cc1	1	-7	1	0	6	8	-8	-3	1
CCOC(=O)C1CCCN(C(=O)CNC(=O)c2ccc(Br)o2)C1 (stereo unspecified)	4	-3	-1	·	·	7	-9	·	·
O=C(NCCc1ccccc1)C1CCCN(C(=O)NC2CCCCC2)C1 (stereo unspecified)	9	2	9	1	-3	5	1	-4	3
O=c1c2c(ncn1Cc1ccccc1)nc1n2CCC1	-1	2	9	2	6	-4	-6	1	7
C#Cc1ccc([C@@H]2C=C(C(=O)O)O[C@H](OCc3ccc(CO)cc3)C2)cc1	-3	8	5	2	0	1	6	0	-4
CCOC(=O)c1[nH]cnc1C(=O)O	-2	1	-4	0	2	-1	-2	-5	2
CC1CCN(C(=O)C2CCCN(c3ncnc4c3nc3n4CCCCC3)C2)CC1 (stereo unspecified)	0	5	8	3	-3	13	1	3	1
Cc1ccccc1Oc1nc2c(C)cccn2c(=O)c1/C=C(\C#N)C(=O)NC1CCS(=O)(=O)C1 (stereo unspecified)	1	4	6	0	-1	-5	8	3	2
O=C(Cn1c(=O)c2cccn2c2ccc(F)cc21)N1CCN(c2ccc(F)cc2)CC1	1	1	0	1	9	-24	1	-7	3
CCCC(=O)Nc1ccc(C(=O)N/N=C2\CC(=O)CC(C)(C)C2)cc1	4	0	5	0	1	7	1	2	3
CCOc1cc(CNCCO)cc(Br)c1OCc1ccccc1Cl	-1	16	8	-4	-4	-40	-3	0	-11
O=C(OCC(=O)N1CCCc2ccccc21)c1cccc(S(=O)(=O)N2CCOCC2)c1	3	0	10	-2	-7	-6	-6	8	-1
Cc1nnsc1C(=O)NNS(=O)(=O)c1ccccc1	2	-2	-3	-1	-5	6	-5	0	2
CCOC(=O)c1ccc(N=c2sc(C(=O)OC)cc(=O)n2Cc2ccc3c(c2)OCO3)cc1	-1	0	4	-4	1	-8	4	-6	4
COc1ccc(CC(=O)NCc2nnc(SCC(=O)c3ccc(OC)cc3)n2C)cc1	3	7	10	3	9	10	0	-3	-1
CCc1cc(=O)oc2cc(C)cc(OCC(=O)N3CCC[C@@H]3C(=O)O)c12	3	-5	9	2	4	-5	0	8	-6
Nc1nnnn1CC(=O)OCc1cccc(Br)c1	-2	4	0	0	-1	6	-1	-6	-5
O=[N+]([O-])c1ccc(CSc2nnc3ccccn23)cc1	0	-2	-1	1	3	-2	-1	1	7
CC(C)Cn1c2c(c(O)c(C(=O)Nc3nccs3)c1=O)CCCC2	7	-3	4	-2	-5	11	4	-3	9
Cc1nn(C)c(Oc2ccccc2)c1[N+](=O)[O-]	-1	5	6	2	1	15	-2	-3	3
CCC(=O)Nc1ccc(Cl)c(NC(=S)NC(=O)c2ccco2)c1	-4	-2	-6	-3	-2	-8	-7	6	1
O=C(NCc1ccccc1)C1=C[C@H](C2CCCCC2)C[C@H](OCc2ccc(CO)cc2)O1	0	1	2	0	-3	-11	1	0	4
Cc1c(C(=O)N2CCN(c3ccc(F)cc3)CC2)sc2nc(-c3ccccc3)cn12	-4	1	16	2	8	-2	2	-1	-3
Cc1cc(N2CCCCC2)n2ncc(-c3ccc(Cl)cc3)c2n1	3	1	2	0	6	10	0	-2	5
O=C(COc1ccccc1)Nc1ccccc1C(=O)NCc1ccco1	-2	-2	-5	-1	-2	2	-3	-2	3
NC(=O)C1=C[C@H](C2CCCCC2)C[C@H](OCc2ccc(CO)cc2)O1	7	2	-8	-2	2	-3	-2	0	-1
CC(C)(CO)NC(=O)CC1C(=O)NCCN1CC(c1ccccc1)c1ccccc1 (stereo unspecified)	-2	-4	3	-1	-4	-5	3	-9	0
CCOc1ccc(C(=O)CC(NCc2cccs2)C(=O)O)cc1 (stereo unspecified)	5	1	2	-2	6	2	-8	-4	4
Cc1sc2nc(CSCC(=O)N(C)c3ccccc3)[nH]c(=O)c2c1C	4	7	3	-7	-9	-1	-4	-10	5
COc1ccccc1C1/C(=C(/O)c2ccccc2)C(=O)C(=O)N1CCO (stereo unspecified)	0	-1	1	0	9	19	-13	-4	-6
CN(c1ccc([N+](=O)[O-])cc1/C=N/NC(=O)COc1ccccc1)C1CCCCC1	-1	8	8	2	-4	8	-1	4	1
CCOc1ccc(S(=O)(=O)N2CCC(C(=O)NCc3ccncc3)CC2)cc1	0	-1	1	0	4	6	-3	1	0
CC(C)C(=O)NC(c1ccco1)c1ccc2cccnc2c1O (stereo unspecified)	11	6	17	1	4	-1	-5	3	2
CC(C)(C)c1ccccc1NC(=O)CN1C(=O)NC2(CCCC2)C1=O	2	0	6	-1	-6	-2	-5	1	3
COC(=O)CSc1cnc2ccccc2n1	3	0	8	1	-2	6	-6	0	1
Oc1ccccc1-c1nnc(-c2ccc(C(F)(F)F)cc2)o1	-2	-5	2	-3	-4	3	-10	-12	13
CCCc1nc2ccccc2c(C(=O)OCC(=O)NC2CC2)c1CC	1	1	6	·	·	5	0	·	·
O=C(NN=C1CCCCCC1)C(=O)Nc1cccc(Br)c1	3	4	0	2	-1	1	-1	-1	0
COc1cc2nc(CN3CCC(Cc4ccccc4)CC3)[nH]c(=O)c2cc1OC	0	4	5	-1	-3	-8	2	2	9
CS(=O)(=O)N1CCC(Oc2cccc(C(=O)NCCCC3CCCC3)c2)CC1	0	-5	3	-1	0	7	-5	5	-7
CCOc1ccc(C(=O)CCNC(Cc2cnc[nH]2)C(=O)O)cc1 (stereo unspecified)	-1	0	-1	1	5	3	0	-3	-2
CCOc1ccc(C(=O)/C=C/Nc2ccc(S(=O)(=O)N=C(N)N)cc2)cc1	2	-4	0	-4	-5	14	0	-11	-11
COC(=O)c1c(-c2ccc(OC)cc2)sc2cc(OC)c(OC)cc12	0	5	8	·	·	22	2	·	·
Cc1cccc(C)c1OCC(=O)Nc1cccc(NC(=O)c2ccco2)c1	2	6	2	-6	0	-16	-8	-2	-4
C=CCn1c(-c2csc3c2CCC(C)C3)n[nH]c1=S (stereo unspecified)	8	3	-3	-4	-6	1	2	-4	-2
CC(C)c1nc(CNC(=O)c2ccc(OC3CCN(Cc4ccccn4)CC3)cc2)cs1	2	5	5	4	4	4	-3	-2	-1
Cc1ccc(S(=O)(=O)NCCNC(C)c2ccc(Br)cc2)cc1 (stereo unspecified)	23	2	8	-2	0	-12	-6	-5	·
CC(=O)Nc1nnc(-c2c(-c3ccccc3Cl)noc2C)o1	8	-4	7	4	3	12	-4	6	-5
Cc1ccc(-c2c[n+](CC(=O)Nc3ccc(C)cc3C)c3n2CCC3)cc1	5	2	10	-1	-6	-17	1	3	3
CC(C)NC(=O)COC(=O)c1ccc(Oc2ccccc2)cc1	4	26*	7	-1	0	19	-2	1	1

More structures.
SMILES	PAFAH1B2 inh	pPAFAH inh	PAFAH1B3 inh	LYPLA1 counter	LYPLA2 counter	PREPL inh	PAD4 inh	PME-1 primary	GSTO1 counter
CC(CCc1ccccc1)NC(=O)c1cnc(Cl)c(Cl)c1 (stereo unspecified)	19	0	11	-5	-1	-8	1	-6	4
CCN(CC)S(=O)(=O)c1ccc(S(=O)(=O)N(CC(=O)Nc2ccccc2)Cc2ccco2)cc1	-6	8	4	1	3	3	-1	-4	-3
COc1cc(C2C3=C(CC(C)(C)CC3=O)N(C)C3=C2C(=O)CC(C)(C)C3)cc(Br)c1O	7	6	16	1	10	11	-8	2	8
CC(=O)c1ccc(/C=C/c2nc3ccccc3n2C)o1	·	5	·	-2	-10	14	6	5	-7
CCC(C)(C)NC(=O)CN(C(=O)CCC(=O)Nc1ccccn1)c1ccc(F)c(Cl)c1	2	1	1	-4	2	6	1	3	5
CCOC(=O)c1cc(-c2ccc(OC)cc2)n(CCC(=O)NC2CCN(Cc3ccccc3)CC2)c1C	-1	16	4	-1	-1	35	0	-1	0
O=C(CNC(=S)NC(=O)c1ccc(F)cc1)c1ccccc1	4	6	-5	2	-5	-2	-5	1	-1
CCOc1ccc(NC(=O)C/C(C)=N/NC(=O)COc2ccc(Br)cc2C)cc1	2	1	4	0	1	-8	2	-5	1
CCCNC(=O)C(Cc1ccc(Br)cc1)NC(=O)c1ccc(C#N)cc1 (stereo unspecified)	-2	-3	3	1	1	8	-1	0	·
COC(=O)c1ccc(C23CC4(C2)[C@H](CN(Cc2cccnc2)[C@@H]4c2ccccc2)C3c2ccccc2)cc1 (stereo partly specified)	-1	3	-15	-4	-11	-5	-1	-9	2
COc1ccc(OC)c(/C=C/C(=O)N2CCN(S(=O)(=O)c3ccc(C)cc3C)CC2)c1	3	1	-1	-4	0	22	-3	8	·
C=CCn1c(SCc2nc3ccccc3[nH]2)nnc1-c1ccccn1	-1	2	2	2	8	-4	-1	-6	-5
CCC1Sc2ccc(S(=O)(=O)CCC(=O)Nc3ccccc3Cl)cc2NC1=O (stereo unspecified)	2	-1	2	-4	8	2	0	4	-1
COc1ccc2c(c1)CC(=O)NC=C2	-1	-7	3	-5	-3	7	0	3	7
O=C(Nc1ccc(Cl)cc1)c1cccc(NC2=NC3CS(=O)(=O)CC3S2)c1 (stereo unspecified)	3	-2	0	9	7	9	1	-1	3
CCC(=O)N(Cc1cc2cccc(C)c2[nH]c1=O)c1ccccc1OC	0	2	8	-3	1	-2	-1	3	-2
CC(C)CC(=O)Nc1ccc(Cc2ccncc2)cc1	0	-3	4	2	-2	-3	1	-1	1
COc1cnc(-c2ccccn2)nc1Oc1ccccc1Cl	2	6	6	-4	-1	35	0	-12	2
CC(C)n1nnnc1-c1cccc(Cl)c1	4	5	4	3	6	22	2	2	-1
